# Screening data as filed in PubChem BioAssay.
# 14-3-3g Raf = alters human 14-3-3 gamma binding to Raf peptide | P61981 | FP, 14-3-3gamma / TMR-pS259-Raf peptide binding | inhibition, % at 40 µM | 160,000 tested, 0.19% active; in the data active = inhibition above about 30%;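 also: 0% = protein plus tracer without compound and 100% = blank with tracer alone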
# Target sequence (P61981 whole entry, looked up): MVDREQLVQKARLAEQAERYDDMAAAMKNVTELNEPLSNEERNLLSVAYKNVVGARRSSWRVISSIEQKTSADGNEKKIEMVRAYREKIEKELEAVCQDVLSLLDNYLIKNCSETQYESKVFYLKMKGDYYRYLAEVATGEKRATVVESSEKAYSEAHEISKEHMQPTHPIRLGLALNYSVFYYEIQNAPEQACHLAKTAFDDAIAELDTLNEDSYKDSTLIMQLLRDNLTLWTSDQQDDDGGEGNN
# * = called active by the depositor; & = joins results of further samples. Not all compounds are listed, so the mix of outcomes need not match the whole.
SMILES,14-3-3g Raf
CCCc1cc(=O)[nH]c(/N=C(/N)Nc2ccc(OC)cc2)n1,-5
CCCn1c(C(C)NC(=O)c2ccc(OC)c(OC)c2)nc2ccccc21 (stereo unspecified),-1
CCCN1Cc2cccc(C(=O)Nc3ccc(OC)c(OC)c3)c2C1=O,-5
O=C1C2C3C=CC(C3)C2C(=O)N1c1ccc(-c2nc3ccccc3o2)cc1 (stereo unspecified),-4
CCCCOCCCNC(=O)N[C@@H](CCSC)C(=O)OC,-2
O=c1[nH][nH]c(=O)c2ccccc12,-2
COc1ccccc1C(CC(=O)NC1CCOC(C)(C)C1)c1ccc(OC(C)C)cc1 (stereo unspecified),-9
Fc1ccc(CN2CCN(Cc3ccc(Cl)cc3)C2c2cccs2)cc1 (stereo unspecified),3
O=C(Nc1cc([N+](=O)[O-])ccc1C(=O)N1CCC(Cc2ccccc2)CC1)c1ccccc1,1
COCCn1cnc2sc(C(=O)N3CCCCC3C)c(C)c2c1=O (stereo unspecified),-4
O=C(CCc1nc2ccccc2n(Cc2ccccc2F)c1=O)NC1CCCC1,-9
Cc1occc1C(=O)NC(C)C(C)(C)C (stereo unspecified),2
COc1ccc(Cl)cc1C(=O)Nc1c(C)ccc2nsnc12,-6
COc1cc2c(C(=O)N3CCN(c4cc(Cl)ccc4C)CC3)cn(CC(C)C)c(=O)c2cc1OC,-5
CCSc1nnc(NC(=O)c2ccc(Br)s2)s1,-6
O=[N+]([O-])c1ccc(N2CCCCCC2)s1,-21
CCC(C)NC(=O)C(NS(=O)(=O)c1ccc2c(c1)CCN2C(C)=O)C(C)C (stereo unspecified),-2
Cc1ccc(-n2nc(C)cc2N)cc1,-4
CC1CC(=O)N(c2ccc(N3CCN(S(=O)(=O)c4ccc(F)cc4)CC3)c([N+](=O)[O-])c2)C1=O (stereo unspecified),7
CCOC(=O)CC(NCc1ccc(Cl)c([N+](=O)[O-])c1)c1cccs1 (stereo unspecified),-8
Cc1ccc(S(=O)(=O)n2nc(OC(=O)c3cccc4ccccc34)cc2N)cc1,-10
CCOc1ccccc1C1CC(c2ccc(Cl)cc2)Nc2nc(N)nn21 (stereo unspecified),-3
Cc1ccnc(NS(=O)(=O)c2ccc(NC(=O)C3CCCCC3C(=O)O)cc2)n1 (stereo unspecified),-8&-2
CC(C)=C1C2C=CC1C1C(=O)N(c3cccc(Cl)c3)C(=O)C21 (stereo unspecified),-41
Cc1ccc(C(=O)Oc2cccc(NC(=O)c3ccc(Br)cc3)c2)cc1S(=O)(=O)N1CCOCC1,-9
CCc1c(C(=O)N2CCCCC2)[nH]c(C)c1C(C)=O,-7
COc1ccc(/C(O)=C2\C(=N)N(c3cc(OC)ccc3OC)C3=C(C(=O)CCC3)C2c2ccc3c(c2)OCO3)cc1 (stereo unspecified),-4
C(=N\c1nc2ccccc2n1Cc1ccccc1)/c1cccs1,-4
O=C(c1ccc(CS(=O)(=O)c2c(Cl)cccc2Cl)o1)N1CCCC1,-5
Cc1ccc(NC(=O)c2cc([N+](=O)[O-])ccc2Cl)nc1,-13
O=C(Nc1cc2cccc([N+](=O)[O-])c2oc1=O)c1ccccc1[N+](=O)[O-],-3
CC(=O)NC1=NN(C(C)=O)C(c2ccc(C)cc2)S1 (stereo unspecified),-2
CCOC(=O)c1c(NC(=O)c2cc3ccccc3oc2=O)sc2c1CCC(C(C)(C)CC)C2 (stereo unspecified),0
O=C1C2C(c3ccccc3)C=CC(c3ccccc3)C2C(=O)N1CCO (stereo unspecified),-3
CC1CCN(S(=O)(=O)c2ccc(S(=O)(=O)N3CCN4CCCC4C3)cc2)CC1 (stereo unspecified),-7
CCOC(=O)c1c(-c2ccc(OC)cc2)oc2ccc(OCc3cccc([N+](=O)[O-])c3)cc12,5
Cc1ccc(-c2nc(CN(C)C)cc(CN(C)C)c2O)cc1,2
CCOC(=O)C1=C(C)NC(=O)NC1c1cc2c(cc1Br)OCO2 (stereo unspecified),-8&2
CCCCCCNc1nc2c(c(=O)n(C)c(=O)n2C)n1Cc1cccc(C)c1,12
CCOC(=O)c1ccc2c(c1)N(Cc1ccccc1C)C(=O)CS2,-3
COc1ccc2nc(SCC(=O)Nc3ccc4c(c3)C(=O)c3ccccc3C4=O)[nH]c2c1,6
COc1ccc(-c2nnc(-c3ccco3)o2)cc1OC,-5
FC(F)(F)c1cccc(OCCOCCn2cncn2)c1,-6
Cn1c(=O)cc(OCC(=O)N2CCC(N3CCCCC3)CC2)c2ccccc21,-2
COc1ccccc1-c1cc2nc(C)c(CCC(=O)NCc3ccco3)c(C)n2n1,-10
O=S1(=O)N=C(N2CCN(Cc3ccc4c(c3)OCO4)CC2)c2ccccc21,-8
COc1ccc(NC(=O)CCCn2nc([N+](=O)[O-])c(Cl)c2C)cc1OC,-7
O=C(Nc1ccc(S(=O)(=O)Nc2nccs2)cc1)C1CC(=O)N(c2ccccc2)C1 (stereo unspecified),-13
CCOC(=O)C1=C(C)C2C3C(=O)N(c4cccc(Cl)c4)C(=O)C3C1(C)C1C(=O)N(c3cccc(Cl)c3)C(=O)C21 (stereo unspecified),-1
CCOC(=O)c1c(NC(=O)c2c(OC)cccc2OC)sc2c1CCC(C)C2 (stereo unspecified),-5
Cc1ccc(NCc2nnc(SCC(=O)NCCc3ccccc3)n2C)cc1,1
CCC(=O)N1CCc2cc(Br)cc(S(=O)(=O)N3CCC(C(=O)Nc4ccc(CC)cc4)CC3)c21,-12
Cc1cc(NC(=O)CSc2nc3c(c(=O)n2-c2ccc(Cl)cc2)SCC3)no1,1
CCCOC(=O)C1=C(C)NC2=C(C(=O)CC(c3ccc(OC)cc3)C2)C1c1ccccc1F (stereo unspecified),-4
O=C1CC(Cc2ccccc2)C(=O)N1CCc1ccc2c(c1)OCO2 (stereo unspecified),3
O=C(Cn1nnc(-c2cccs2)n1)OC1CCCCC1,-5
Cn1c(SCCCN2CCN(c3cccc(Cl)c3)CC2)nnc1-c1ccccc1,9
CCOC(=O)c1oc2ccc(Br)cc2c1NC(=O)CN1CCOCC1,10
COc1ccc(OC)c(NC(=O)C2CCN(S(=O)(=O)c3ccc(C)cc3)CC2)c1,0
Cc1ccc(Cl)c(NC2=CC(=O)CC(C)(C)C2)c1,2

# Some of these compounds in order of molar mass, low to high.
SMILES,14-3-3g Raf
Cc1ccc(Cl)c(NC2=CC(=O)CC(C)(C)C2)c1,2
O=C(Cn1nnc(-c2cccs2)n1)OC1CCCCC1,-5
FC(F)(F)c1cccc(OCCOCCn2cncn2)c1,-6
O=C1CC(Cc2ccccc2)C(=O)N1CCc1ccc2c(c1)OCO2 (stereo unspecified),3
Cn1c(=O)cc(OCC(=O)N2CCC(N3CCCCC3)CC2)c2ccccc21,-2
O=S1(=O)N=C(N2CCN(Cc3ccc4c(c3)OCO4)CC2)c2ccccc21,-8
Cc1ccc(NCc2nnc(SCC(=O)NCCc3ccccc3)n2C)cc1,1
CCOC(=O)c1c(NC(=O)c2c(OC)cccc2OC)sc2c1CCC(C)C2 (stereo unspecified),-5
CCOC(=O)c1oc2ccc(Br)cc2c1NC(=O)CN1CCOCC1,10
COc1ccc(OC)c(NC(=O)C2CCN(S(=O)(=O)c3ccc(C)cc3)CC2)c1,0
Cn1c(SCCCN2CCN(c3cccc(Cl)c3)CC2)nnc1-c1ccccc1,9
Cc1cc(NC(=O)CSc2nc3c(c(=O)n2-c2ccc(Cl)cc2)SCC3)no1,1
O=C(Nc1ccc(S(=O)(=O)Nc2nccs2)cc1)C1CC(=O)N(c2ccccc2)C1 (stereo unspecified),-13
CCCOC(=O)C1=C(C)NC2=C(C(=O)CC(c3ccc(OC)cc3)C2)C1c1ccccc1F (stereo unspecified),-4
CCC(=O)N1CCc2cc(Br)cc(S(=O)(=O)N3CCC(C(=O)Nc4ccc(CC)cc4)CC3)c21,-12
CCOC(=O)C1=C(C)C2C3C(=O)N(c4cccc(Cl)c4)C(=O)C3C1(C)C1C(=O)N(c3cccc(Cl)c3)C(=O)C21 (stereo unspecified),-1

# Next records follow:
SMILES,14-3-3g Raf
O=C(O)c1ccc2c(c1)C1C=CCC1C(C(=O)O)N2 (stereo unspecified),36*
CC(N)(Cc1ccc(O)cc1)C(=O)O (stereo unspecified),-4
O=C(CSc1nc2c(cnn2-c2ccccc2)c(=O)[nH]1)c1ccc(Cl)cc1,-11&-12
Cc1nnc(Sc2cc(C(=O)NCCC(C)C)c3ccccc3n2)s1,-5
Cc1cc(N2CCN(C(=O)c3ccco3)CC2)n2nc(C)nc2n1,0
CC1=CN2C(=NC(=O)CC2(C)C(=O)NCc2ccccc2)C=C1 (stereo unspecified),-32
O=C(CN1C(=O)c2ccccc2S1(=O)=O)Nc1ccc(S(=O)(=O)N2CCCCC2)cc1,-8&-10
COc1ccc(-n2nc(C(=O)NCC(=O)N3CCCCCC3)c3ccccc3c2=O)cc1OC,-16
O=C(c1ccc(N2CC3CC(C2)c2cccc(=O)n2C3)c(NS(=O)(=O)c2ccc(F)cc2)c1)N1CCN(c2ccc(F)cc2)CC1 (stereo unspecified),0
COc1ccc(C2CC(c3ccc(I)cc3)Nc3nnnn32)cc1 (stereo unspecified),1
Cc1ccc(-c2noc(CCC(=O)Nc3ccc4c(c3)OCO4)n2)cc1,-10
Cc1ccc(S(=O)(=O)N2CCC(C(=O)NCc3ccc(F)cc3)CC2)cc1,-4
CCOc1cc(-c2ccc(N)c(OCC)c2)ccc1N,-22
COc1cccc(C(=O)Nc2c(C(N)=O)oc3ccccc23)c1,-6
COc1ccc(-c2cc(C(=O)Nc3cc(C)nn3-c3ccccc3)no2)cc1OC,1
O=C(NCCn1ccc2ccccc21)c1ccc(C(F)(F)F)cc1,-4
COC(=O)c1c(NC(=O)c2c(-c3ccccc3)noc2C)sc2c1CCCCCC2,-7
CCOc1ccccc1NC(=O)Cn1cnc2sc(C)c(S(=O)(=O)N3CCC(C)CC3)c2c1=O,-27
Cn1c(CNC(=O)Nc2cccc(Cl)c2)nnc1SCc1ccccc1,-6
CCC(=O)Nc1cccc(NC(=O)c2cccnc2)c1,1
COc1ccc(-c2cc(C(=O)Nc3c(C)nn(Cc4ccccc4C)c3C)no2)cc1,-4
CCc1nnc(NC(=O)CN2CCN(C3CCCCC3)CC2)s1,-4
CCCCc1nc(NCC2CCCO2)c(C#N)c2c1COC(C)(C)C2 (stereo unspecified),13
COc1ccc(CCNC(=O)c2cc(=O)[nH]c3ccc(S(=O)(=O)N4CCCC4)cc23)cc1OC,-18
Cc1cccc(-n2ncc3c(N4CCCC4)ncnc32)c1,-2&8
Cn1c(=O)n(CCN2CCOCC2)c(=O)c2c1nc1n2CCN1c1ccccc1,-6
Cc1sc2nc(SCC(=O)N3CCCCC3)[nH]c(=O)c2c1C,-23&-21
O=C(NC1CCCC1)c1ccc(S(=O)(=O)N2CCCC2)cc1,-7
O=C(CSC1CCCCC1)N1CCN(c2ccccc2)CC1,2
CCOC(=O)c1c(NC(=O)c2cccs2)sc(C(=O)Nc2ccccc2C)c1C,-5
C=CCNC(=O)CCCn1nc([N+](=O)[O-])c(Br)c1C,-6
COc1cc(C(c2nnnn2C(C)(C)C)N2CCN(C)CC2)cc(OC)c1OC (stereo unspecified),-6
COc1ccc(C(C2=C(O)CC(C)(C)CC2=O)C2C(=O)CC(C)(C)CC2=O)cc1CO (stereo unspecified),-10
CCOc1ccc(-c2noc(-c3ccncc3)n2)cc1OCC,-4
Nn1c(SCC(=O)NCCC2=CCCCC2)nnc1C1CCCCC1,-3
Cc1cccc(NC(=O)c2ccc(NC(=O)CCS(=O)(=O)c3cccs3)cc2)c1,-4
O=C(c1cc(-c2ccc3c(c2)OCO3)on1)N1CCN(c2ccccc2)CC1,-2
COc1cccc(Nc2ncnc3ccccc23)c1,3
CC(C)Oc1cccc(C(=O)Nc2ccc3oc(-c4ccccc4)nc3c2)c1,-17
COc1cc(CNC(=O)Cn2nc(C(F)(F)F)c(Br)c2C)cc(OC)c1,0
CCC1CCCCN1C(=O)c1nn2cccnc2c1Cl (stereo unspecified),-4
CCOC(=O)C1CCN(C(=O)CNC(=O)Cn2c(C)cc3ccccc3c2=O)CC1,-4
Cc1cc(NS(=O)(=O)c2ccc(NC(=O)Nc3ccccc3)cc2)no1,-15&-10
CCN(CC)CCn1c(C)nn2c3ccccc3nc12,3
COc1cc2c(cc1OC)-c1cc(N3CCCCCC3)nc(=O)n1CC2,-10
CC1=C(C(=O)OC2CCCCC2)C(c2ccc(Br)cc2)n2c(nc3ccccc32)N1 (stereo unspecified),3
O=C(NC12CC3CC(CC(C3)C1)C2)c1cc2nc(-c3ccco3)cc(C(F)(F)F)n2n1,-1
O=C(Nc1sc2c(c1C(=O)O)CCC2)c1ccccc1Br,-20
C=CCn1c(=S)[nH]c2c1c(=O)n(C)c(=O)n2C,4
O=C(Cn1c(=O)[nH]c2ccsc2c1=O)N1CCN(C2CCCCC2)CC1,3
O=C(CSc1nc2ccc(NC(=O)c3ccccc3Cl)cc2s1)NC1CCCCC1,-5
COc1ccc(-c2cc(C(F)(F)F)n3nc(C(=O)N4CCCC4)cc3n2)cc1,2&0
Cc1noc(C)c1S(=O)(=O)Nc1ccc(C(=O)Nc2cccc(F)c2)cc1,0
Cc1ccc(C2=NN(S(=O)(=O)c3ccc(C)cc3)C(c3ccc(C)cc3)C2)cc1 (stereo unspecified),-220
Cc1ccc(NC(=O)c2ccc(Br)o2)cc1,-8
O=C(O)c1ccc(CSc2n[nH]c(-c3ccco3)n2)cc1,-3
CCSc1nc2sc3c(c2c2nnc(SCC(=O)NCc4ccco4)n12)CCCC3,-9
Clc1ccc(CSc2nnc(-c3ccncc3)o2)c(Cl)c1,-12
Nc1ccc(C(=O)N2N=C(C(F)(F)F)CC2(O)c2ccc(F)cc2)cc1 (stereo unspecified),4
O=C(Cn1nc(-c2ccccc2)ccc1=O)N1CCOCC1,-3&-6
COc1ccccc1C1=Nn2c(nnc2C2CCCCC2)SC1,-9
CCOC(=O)CN(C(=O)Cn1nnc2ccccc21)C(C(=O)NCCOC)c1ccccc1 (stereo unspecified),0
O=C(Nc1ccc(Br)cc1)c1cccc(C(=O)Nc2ccc(Br)cc2)c1,-3
